# Assay outcomes from PubChem BioAssay.
# Rat MKP-3 inhibitors = inhibition of rat DUSP6 enzyme activity – biochemical, in vitro, primary screen (AID 425); hit rate 0.17% among 110,000; recombinant MKP-3 phosphatase activity, fluorescence; higher % means a stronger effect; one-dose inhibition, % at 20 µM; IC50 in µM for titrated hits; in the data active = inhibition above about 50%;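 note: plate controls were vehicle for no effect and reference inhibitor for full effect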
# Hsp70 displacement = small molecules displacing fluorescent ligand from Hsp70 – biochemical, fluorescence polarization, primary screen (AID 583); displacement, % at 20 µM, or IC50 in µM where a hit was titrated; Hsp70 fluorescence polarization probe displacement, mP; higher % means a stronger effect; hit rate 0.06% among 140,000; in the data active = displacement above about 50%;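 note: plate controls were vehicle for no effect and reference ligand for full effect; a part of the inactive calls stands beside numbers as strong as those of hits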
# Starred values were filed as active, the others as inactive; . = no result given; & = joins results of further samples.
# Start of the data: the first 16 entries, ahead of the listing:
Rat MKP-3 inhibitors,Hsp70 displacement,structure
1%,4.2%,Cc1ccc(-c2csc(NC(=O)c3cccc(Br)c3)n2)cc1
0%,-2.2%,Cc1cnn(-c2cc(C(F)(F)F)nc(-c3ccccc3)n2)c1
13%,25%,CCN1CC2=C(OC(N)=C(C#N)C2c2ccccc2)/C(=C\c2ccccc2)C1 (configuration not stated)
.,2.0%,COc1ccc(CCNC(=O)C(=O)NCC2CCCO2)cc1 (configuration not stated)
1%,6.5%,O=c1[nH]c(=S)[nH]c2sc3c(c12)CCc1ccccc1-3
.,-5.4%,O=C(CCc1ccc(S(=O)(=O)NCCc2ccccc2)cc1)N1CCN(Cc2ccc3c(c2)OCO3)CC1
-3%,6.6%,Cc1cccc(-n2c(Cc3cc(=O)[nH]c(=O)[nH]3)nnc2SCC(=O)NCc2ccco2)c1
0%,13%,O=C1NC(=S)S/C1=C\c1ccc(N2CCCCC2)c([N+](=O)[O-])c1
-3%,1.2%,CC(=O)Nc1cccc(NC(=O)CCn2c(=O)sc3ccccc32)c1
-13%,-4.0%,Cc1ccc(S(=O)(=O)N2CCC(C(=O)N3CCC(C(=O)NCC4CCCO4)CC3)CC2)cc1 (configuration not stated)
-10%,1.8%,O=C(NCCSc1c[nH]c2ccccc12)c1ccc(Br)o1
-2%,.,COc1ccc(/C(O)=C(\C#N)c2nc3ccccc3n2C)cc1OC
-5%,1.7%&-2.4%,Cc1ccc(N(CC(=O)NCc2ccncc2)S(C)(=O)=O)cc1
-7%,-5.7%,CN(Cc1ccccc1)C(=O)c1cc(-c2ccc(Br)cc2)on1
-3%,0.6%,CC(=N/O)/C(C)=N\NS(=O)(=O)c1ccc(C)cc1
4%,4.0%,CCCCOc1c(Cl)cc(CNC(C)(C)CO)cc1OCC

# This part in full, from the first entry:
Rat MKP-3 inhibitors,Hsp70 displacement,structure
1%,4.2%,Cc1ccc(-c2csc(NC(=O)c3cccc(Br)c3)n2)cc1
0%,-2.2%,Cc1cnn(-c2cc(C(F)(F)F)nc(-c3ccccc3)n2)c1
13%,25%,CCN1CC2=C(OC(N)=C(C#N)C2c2ccccc2)/C(=C\c2ccccc2)C1 (configuration not stated)
.,2.0%,COc1ccc(CCNC(=O)C(=O)NCC2CCCO2)cc1 (configuration not stated)
1%,6.5%,O=c1[nH]c(=S)[nH]c2sc3c(c12)CCc1ccccc1-3
.,-5.4%,O=C(CCc1ccc(S(=O)(=O)NCCc2ccccc2)cc1)N1CCN(Cc2ccc3c(c2)OCO3)CC1
-3%,6.6%,Cc1cccc(-n2c(Cc3cc(=O)[nH]c(=O)[nH]3)nnc2SCC(=O)NCc2ccco2)c1
0%,13%,O=C1NC(=S)S/C1=C\c1ccc(N2CCCCC2)c([N+](=O)[O-])c1
-3%,1.2%,CC(=O)Nc1cccc(NC(=O)CCn2c(=O)sc3ccccc32)c1
-13%,-4.0%,Cc1ccc(S(=O)(=O)N2CCC(C(=O)N3CCC(C(=O)NCC4CCCO4)CC3)CC2)cc1 (configuration not stated)
-10%,1.8%,O=C(NCCSc1c[nH]c2ccccc12)c1ccc(Br)o1
-2%,.,COc1ccc(/C(O)=C(\C#N)c2nc3ccccc3n2C)cc1OC
-5%,1.7%&-2.4%,Cc1ccc(N(CC(=O)NCc2ccncc2)S(C)(=O)=O)cc1
-7%,-5.7%,CN(Cc1ccccc1)C(=O)c1cc(-c2ccc(Br)cc2)on1
-3%,0.6%,CC(=N/O)/C(C)=N\NS(=O)(=O)c1ccc(C)cc1
4%,4.0%,CCCCOc1c(Cl)cc(CNC(C)(C)CO)cc1OCC
-8%,0.3%,CCc1cc2c(=O)c(-c3nc4ccccc4n3C)c(C)oc2c(CN2CCN(CCO)CC2)c1O
2%,-1.3%,Cc1ccc(-n2c(=O)c3c4c(sc3n3c(=S)[nH]nc23)CC(C(C)(C)C)CC4)cc1 (configuration not stated)
9%,-11%,CCN(CC)c1ccc(/C=C2/C(=O)NN(c3ccc(I)cc3)C2=O)c(O)c1
.,-0.8%,CC(=O)Nc1ccc2ccc3cccc4ccc1c2c34
-5%,-3.6%,NC(=O)C1(N2CCCCC2)CCN(C(=O)CSc2nc3ccccc3s2)CC1
6%,-3.6%,COc1cc(C=O)ccc1Oc1nc(Nc2ccc(F)cc2F)nc(N2CCOCC2)n1
-2%,2.5%,C=CCSc1nnc2n(CCc3ccccc3)c(=O)c3c4c(sc3n12)COC(C)(C)C4
7%,3.1%,CCCN1Cc2cccc(C(=O)NCc3ccccc3)c2C1=O
-3%,0.2%,CCc1noc(C)c1C(=O)N1CCCC1
0%,-3.6%,CCOC(=O)N1CCN(c2c(NCCCN(CC)Cc3ccccc3)c(=O)c2=O)CC1
-3%,4.6%,Cc1cc(Cn2ccnc2)c(C)c([N+](=O)[O-])c1Cn1ccnc1
3%,-4.4%,O=C1NC(=Nc2ccc(O)cc2)S/C1=C/c1ccccc1
.,3.5%,CCc1c(C)nc2ncnn2c1NCCc1ccccc1
-7%,8.2%,COc1cccc(S(=O)(=O)Nc2ccc(C(=O)NCc3ccco3)cc2)c1
-4%,-0.6%,COc1cccc(C(=O)Cn2c(=N)n(C)c3ccccc32)c1
-4%&1%,4.5%&0.0%,CCCc1c(C)c2cccc(C)c2[nH]c1=O
5%,2.3%,Cc1cccc(NC(=O)c2cnc3ccccn3c2=O)c1
2%,3.0%,C#CCSc1nncn1C(=O)/C=C/c1ccccc1
3%,-5.0%,CCOC(=O)c1c(NC(=O)CCC(=O)OC)sc2c1CC(C)(C)SC2
.,-1.8%,Nc1cc2c([N+](=O)[O-])cccc2o1
.,-0.6%,c1ccc(CCn2c(C3CC3)nc3ccccc32)cc1
2%,5.8%,COCCNCCOc1c(C)cc(Cl)cc1Cl
-6%,-1.2%,NS(=O)(=O)c1ccc(NC(=O)C2CC2(c2ccccc2)c2ccccc2)cc1 (configuration not stated)
3%,-5.9%,OC(COc1cccc(OCC(O)CN2CCCCC2)c1)CN1CCCCC1 (configuration not stated)
-6%,-4.1%,CCn1c(C)nc2cc(S(=O)(=O)N3CCCCC3)ccc21
2%,-3.5%,CCOc1cc(C2Nc3cc(C)c(C)cc3NC3=C2C(=O)CC(C)(C)C3)cc([N+](=O)[O-])c1O (configuration not stated)
2%,0.2%,COC(=O)C1=C(C)N=c2s/c(=C/c3ccc(F)cc3)c(=O)n2C1c1ccc(OC)cc1 (configuration not stated)
-3%,6.1%,Cc1nc(N2CCOCC2)c(C#N)c2c1COC(C)(C)C2
.,-1.8%,Cc1cc(C)c(NC(=O)CN(C2CCCCC2)C2CCCCC2)c(C)c1
1%,-1.3%,CC(=O)Nc1nc2ccccc2n1Cc1ccc(C)cc1
3%,-5.2%,COc1cc(OC)cc(C(=O)Nc2cccc(S(N)(=O)=O)c2)c1
.,-6.3%,CCOc1ccccc1NC(=O)Cn1c(=O)c2ccccc2n(CC)c1=O
0%,2.8%,C=CCOC(=O)C1CC=CCC1C(=O)Nc1nc2ccc(OCC)cc2s1 (configuration not stated)
0%,1.4%,Cc1ccc(S(=O)(=O)N2CCCC2)cc1S(=O)(=O)N1CCCC1
2%,-1.6%,Cc1nnc(C)n1/N=C\c1cccc2ccccc12
2%,6.2%,N#CC1=C(N)NC(SCc2ccc(Cl)cc2)=C(C#N)C12CCCCC2
-11%,0.5%,CC(NC(=O)c1ccc(CS(=O)(=O)Cc2ccccc2F)o1)c1ccc2c(c1)OCCO2 (configuration not stated)
0%,-4.7%,CN(C)c1ccc(/C=N/NC(=O)c2ccccc2O)cc1[N+](=O)[O-]
-2%,0.9%,COC(=O)c1ccc(CSc2ccc3nnc(-c4cccc(F)c4)n3n2)o1
2%,0.9%,Cc1cccc(-c2cc(NC(=O)COc3ccc(Cl)cc3Cl)n[nH]2)c1
-3%,-1.0%,CCOC(=O)c1snc2c(=O)[nH]cnc12
.,1.3%,CCOC(=O)Cc1csc(NC(=O)COc2ccccc2OCC)n1
.,0.1%,COc1cccc2c1OC1(C)CC2NC(=O)N1 (configuration not stated)
-5%,-0.8%,Cc1ccc2cc(C(c3nnnn3C3CCCC3)N3CCOCC3)c(=O)[nH]c2c1C (configuration not stated)

# The listing continues:
Rat MKP-3 inhibitors,Hsp70 displacement,structure
.,6.3%,CCCCCCCCC(=O)NC(NC(=S)N1CCOCC1)C(Cl)(Cl)Cl (configuration not stated)
-4%,-2.6%,CN1CCN(S(=O)(=O)c2ccc(N(C)Cc3cccs3)nc2)CC1
-5%,0.6%,Cc1cc(NC(=O)COC(=O)CSCc2ccc(Cl)c(Cl)c2)no1
-7%,4.2%,CC(c1ccc(Br)cc1)N1CC23C=CC(O2)C(C(=O)O)C3C1=O (configuration not stated)
1%,-2.6%,Cc1cccc(OCCNc2cc(N3CCCC3)ccc2[N+](=O)[O-])c1
3%,0.4%,COc1ccc(C=C2C=C(C(C)(C)C)C(=O)C(C(C)(C)C)=C2)cc1OC
-4%,0.2%,CC(=O)c1ccc(OCC(O)COc2ccc(C(C)=O)cc2)cc1
0%,-1.1%,COc1cc(/C=N/NC(=O)c2ccncc2)cc(OC)c1O
-2%,5.3%,CN(C)c1ccc(C2C=Cc3ccccc3N2C(=O)c2ccccc2)cc1 (configuration not stated)
10%,0.8%,COc1cc(C2CC(=O)c3cnc(N4CCN(Cc5ccccc5)CC4)nc3C2)cc(OC)c1OC (configuration not stated)
-14%,8.9%,CCn1c(=O)c(C(=O)Nn2c(C)nc3ccccc3c2=O)c(O)c2ccccc21
-6%,3.1%,COc1ccc(-n2c(Cn3c(=O)sc4ccccc43)nnc2SCC(=O)N2CCOCC2)cc1
.,0.1%,CCCc1noc2c1/C(=N\O)CCC2
-6%,-2.1%,COc1ccc(OCCC(=O)NC2=NCCS2)cc1
.,5.0%,Nc1n[nH]c2c1C1(CCCC1)Cc1ccccc1-2
2%,3.2%,CCOC(=O)C(=O)Nc1cccc([N+](=O)[O-])c1C
.,3.6%,Cc1cc(-n2nc(C)cc2C)n2nc(C)c(-c3ccccc3)c2n1
1%,1.2%,Cc1cc(OCc2ccc([N+](=O)[O-])cc2)c2c(-c3ccccc3)cc(=O)oc2c1
4%,4.2%,NC1=NC(=O)/C(=C/c2ccccc2OCc2cccc3ccccc23)S1
.,-0.8%,CCOC(=O)C1CCN(C(=S)Nc2cc(OC)c(OC)cc2C(=O)OC)CC1
.,5.1%,CCC(C)n1c(SCC(=O)Nc2cc(C)on2)nc2ccccc2c1=O (configuration not stated)
1%,-4.3%,O=C(COc1ccccc1Cl)NNC(=O)c1cc2ccccc2cc1O
4%,-5.0%,COc1ccccc1-c1cc(C(=O)O)c2ccccc2n1
.,-3.4%,COc1cc(OC)cc(C(=O)Nc2ccc(S(=O)(=O)N(C)C)cc2)c1
.,-2.8%,Cc1cc(C(F)F)n2ncc(C(=O)N3CCCCC3)c2n1
4%,-1.8%,COc1ccc(Cl)cc1C(=O)Nc1ccc(C)c(Cl)c1
.,-2.0%,CC(C)(C)n1nnnc1C(c1cccnc1)N(Cc1ccccc1)Cc1ccco1 (configuration not stated)
.,-0.5%,CC(C)(Oc1ccc(Cl)cc1)C(=O)OCC(=O)Nc1ncc(Cl)cc1Cl
-2%,-3.3%,COc1ccc(CC(=O)Nc2c3c(nn2C(C)(C)C)CS(=O)C3)cc1 (configuration not stated)
0%,5.2%,Cc1ccc(N2C(=O)/C(=C/c3cccc(Br)c3)SC2=S)cc1C
-8%,0.4%,Cn1c(/N=C/c2c[nH]c3ccccc23)nc2ccccc21
-4%,1.3%,COc1ccc(C2C(C#N)=C(N)Oc3cc4c(cc32)OCO4)cc1 (configuration not stated)
2%,3.7%,COc1cc([N+](=O)[O-])cc(/C=C2/C(=O)NC(=O)N(c3ccc(C(C)C)cc3)C2=O)c1O
6%,-0.3%,N#CCCN1CCN(C(=S)c2ccc(-c3ccc(Cl)c(Cl)c3)o2)CC1
1%,2.5%,CCOc1ccc(C(NC=O)c2ccc(OC)c(OC)c2)cc1 (configuration not stated)
-7%,4.6%,O=C(NC1CCCCC1)N1CCN(CCc2ccccc2)CC1
-3%,-0.8%,CC(=O)NC1=NN(C(C)=O)C(c2ccc(F)cc2)S1 (configuration not stated)
0%,1.1%,C[n+]1cc(N)cc2ccccc21
.,-0.8%,COc1ccc(N2CCN(C(=O)CN(Cc3ccccc3)S(C)(=O)=O)CC2)cc1
-2%,-9.2%,CC(C)COC(=O)C(C#N)c1nc2ccccc2nc1N1CCN(Cc2ccccc2)CC1 (configuration not stated)
.,-0.7%,CCN(CC)C(=O)Nc1ccc(C(=O)OC)cc1
0%,-3.6%,Cc1cccc(C=Nc2ccc3c(c2)oc2ccccc23)c1O
-13%,-1.4%,O=C(NC1CCCCC1)C(c1ccco1)N(C(=O)c1csnn1)C1CCCC1 (configuration not stated)
-21%,1.3%,COc1nc(OC)nc(N2CCC(C(=O)NCc3ccco3)CC2)n1
-1%,-1.8%,CCOCCOC(=O)c1ccc(NC(=O)COc2ccc(Br)cc2)cc1
-2%&0%,1.9%&1.3%,Cc1ccc(-c2nc3cc(NC(=O)C(C)C)ccc3o2)cc1
-12%,2.4%,CCCCCc1c(C)nc(N2CCc3ccccc3C2)[nH]c1=O
-1%,0.4%,COc1cc(/C=N/NC(=O)c2cccnc2)cc(OC)c1O
.,3.5%,Cc1cccc(N2CSC3=C(C#N)C(c4ccc(C)o4)CC(=O)N3C2)c1 (configuration not stated)
0%,6.6%,O=c1oc2cc(OCCO)ccc2c2c1CCC2
-9%,-6.2%,COc1ccc(OC)c(-n2nnnc2SCC(=O)Nc2nc(C)c(C)s2)c1
.,3.2%,COc1ccc2c(C)cc(SCC(=O)Nc3c(C)n(C)n(-c4ccccc4)c3=O)nc2c1
-3%,1.6%,CN(C(=O)COC(=O)COc1ccccc1F)C1CCS(=O)(=O)C1 (configuration not stated)
4%,4.4%,COc1cc(-c2nc(-c3ccccc3)c(-c3ccccc3)[nH]2)ccc1OCC(=O)O
1%,-0.7%,O=C(Cn1c(NCCO)nc2ccccc21)c1cccc2ccccc12

# A portion of the library; count on the stated rates, not on these rows.
